DT40 TDP1 no CPT – qHTS for Inhibitors of human tyrosyl-DNA phosphodiesterase 1 (TDP1): qHTS in cells in absence of CPT | 420,000 compounds, 15% hits | DT40 Tdp1-/- hTDP1 cells, no CPT, ATP luminescence, 48 h | Potency, µM (highest dose often 46.2 µM), inactives show at the top dose activity change, negative = growth inhibition, hits mostly inhibitors; further: nearly all actives have a fitted effect of over 55% in size
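Readout: luminescence from CellTiter-Glo after 30 min in the dark at RT. Cells: DT40 Tdp1-/- with stable hTDP1, 400/well. Exposure: compounds alone, ≥48 hr, 37 °C.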
TDP1 block – qHTS Assay for Inhibitors of Tyrosyl-DNA Phosphodiesterase (TDP1); Tyrosyl-DNA phosphodiesterase 1 (Homo sapiens), Q9NUW8; recombinant TDP1, AlphaScreen DNA substrate cleavage; Potency, µM (doses to about 130 µM), for inactives: at the highest dose activity change, negative = inhibition, actives largely listed as inhibitors; 350,000 compounds, 0.28% hits; AID 485290, 2010; further: nearly all actives have a fitted effect of over 40% in size
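Compounds were preincubated with Tdp1 (1 nM final) for 15 min at room temperature before substrate (15 nM final) started a 5 min reaction; beads (10 ug/ml final) were then added for 10 min before AlphaScreen detection.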
GCN5L2 inh – qHTS Assay for Inhibitors of GCN5L2 | Histone acetyltransferase KAT2A (Homo sapiens), Q92830 | GCN5L2 HAT assay, ThioGlo1 CoA-SH fluorescence | Potency, µM (titrated, usually from 58.9 µM), for the others: at the highest dose activity change, negative = inhibition, usual class: inhibitors | 390,000 compounds, 0.21% hits | AID 504327, 2011
Target sequence (Q92830 whole entry, looked up): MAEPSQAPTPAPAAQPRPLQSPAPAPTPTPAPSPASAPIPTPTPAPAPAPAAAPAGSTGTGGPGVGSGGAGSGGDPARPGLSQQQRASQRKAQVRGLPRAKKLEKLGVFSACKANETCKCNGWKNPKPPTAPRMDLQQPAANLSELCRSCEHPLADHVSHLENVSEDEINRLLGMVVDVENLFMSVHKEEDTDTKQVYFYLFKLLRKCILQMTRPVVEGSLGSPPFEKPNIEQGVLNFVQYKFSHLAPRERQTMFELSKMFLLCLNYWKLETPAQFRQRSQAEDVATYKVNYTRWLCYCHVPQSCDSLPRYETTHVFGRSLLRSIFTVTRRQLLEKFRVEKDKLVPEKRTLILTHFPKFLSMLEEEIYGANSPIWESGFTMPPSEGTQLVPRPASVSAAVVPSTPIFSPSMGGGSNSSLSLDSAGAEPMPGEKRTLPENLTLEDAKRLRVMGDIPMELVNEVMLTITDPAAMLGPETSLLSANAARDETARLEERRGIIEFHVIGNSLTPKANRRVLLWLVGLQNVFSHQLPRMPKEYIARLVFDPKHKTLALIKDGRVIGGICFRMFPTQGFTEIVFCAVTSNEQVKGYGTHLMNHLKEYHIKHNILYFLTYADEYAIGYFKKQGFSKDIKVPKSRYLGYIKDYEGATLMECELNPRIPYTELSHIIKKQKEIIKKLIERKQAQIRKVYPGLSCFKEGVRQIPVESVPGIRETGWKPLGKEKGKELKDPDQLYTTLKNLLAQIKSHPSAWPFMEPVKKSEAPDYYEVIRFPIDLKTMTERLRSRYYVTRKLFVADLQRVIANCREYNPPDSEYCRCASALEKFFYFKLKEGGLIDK
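Free CoA generated was detected with ThioGlo1 (50uM) fluorescence at Ex340nm/Em540nm, read immediately and after 20 min at room temperature. Enzyme, 20 nM in HEPES pH 7.5 buffer, saw compounds 15 min before adding 75uM H3(1-25) peptide and 70uM acetyl-CoA.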
Starred values were filed as active, the others as inactive; ? = inconclusive; / = no result given; & = joins results of further samples; [ ] = another dose, or the depositor's remark. The call rests on the fitted dose curve; in most records, active means well fitted curve in the direction sought with a large enough effect; inconclusive means small, poorly fitted or top-dose-only effect, or another doubt; inactive means no such curve, though single readings can be large; an effect the other way counts as inactive or inconclusive. On the % scale 0 is the no-effect control and ±100 the full control effect; potency means the concentration at half of the fitted maximal effect.

Molecule	DT40 TDP1 no CPT	TDP1 block	GCN5L2 inh
CCc1cnc2c(c1SC(C(C)=O)C(=O)N(C)C)c(=O)n(C)c(=O)n2C (centres undefined)	?	-5%	-7%
COc1ccc(C(=O)C(Sc2nnc(C)c(=O)[nH]2)c2ccc(OC)cc2)cc1 (centres undefined)	1%	4%	4%
CCCC(=O)N=C1SC2CS(=O)(=O)CC2N1c1ccc(CC)cc1 (centres undefined)	4%	4%	-3%
CCOC(=O)C1CCN(c2ncnc3c2cnn3-c2ccc(OC)cc2)CC1	-30%	-12%	1%
Cc1ccc(NC(=O)C2C(=O)N(CCO)C3(C)CC2c2ccccc2O3)cc1 (centres undefined)	-18%	5%[56.1 µM]	-3%
O=C(CSc1n[nH]c(-c2ccncc2)n1)Nc1ccccc1C(F)(F)F	10µM*	/	0%
Cc1ccc(S(=O)(=O)N2CCC(C(N)=O)CC2)cc1C(=O)NC1CCCCC1	?	-8%	-18%
CCCN1C/C(=C/c2cccc([N+](=O)[O-])c2)C(=O)/C(=C/c2cccc([N+](=O)[O-])c2)C1	0.65µM*	2%	-1%

One compound at a time, from the list above. Order of values: DT40 TDP1 no CPT | TDP1 block | GCN5L2 inh
CCCC(=O)N=C1SC2CS(=O)(=O)CC2N1c1ccc(CC)cc1 (centres undefined) across the screens: 4% | 4% | -3%
Cc1ccc(NC(=O)C2C(=O)N(CCO)C3(C)CC2c2ccccc2O3)cc1 (centres undefined) across the screens: -18% | 5%[56.1 µM] | -3%
COc1ccc(C(=O)C(Sc2nnc(C)c(=O)[nH]2)c2ccc(OC)cc2)cc1 (centres undefined) across the screens: 1% | 4% | 4%
CCOC(=O)C1CCN(c2ncnc3c2cnn3-c2ccc(OC)cc2)CC1 across the screens: -30% | -12% | 1%
CCCN1C/C(=C/c2cccc([N+](=O)[O-])c2)C(=O)/C(=C/c2cccc([N+](=O)[O-])c2)C1 across the screens: 0.65µM* | 2% | -1%

(next part)
Molecule	DT40 TDP1 no CPT	TDP1 block	GCN5L2 inh
Cc1cc(=O)[nH]c(-c2ccc(C(F)(F)F)cc2)n1	?	3%	-7%
Cc1cccc(NC(=O)NNC(=O)c2cc3occc3[nH]2)c1C	-30%	-8%	-19%
COc1ccc(C(=O)CSc2nnc(NC(=O)C3CC(=O)N(c4ccccc4C)C3)s2)cc1 (centres undefined)	?	8%	-9%
COc1cccc(CNC(=O)CCC2CCCN(C(=O)c3ccccc3N(C)C)C2)c1 (centres undefined)	?	4%	2%
O=C(NCCCN1CCN(c2cccc(Cl)c2)CC1)C1(S(=O)(=O)c2ccc(Cl)cc2)CC1	?	0%	-6%
Cc1cccc(N2CCN(C(=O)c3ccc(CS(=O)Cc4cccc(Cl)c4)o3)CC2)c1C (centres undefined)	?	5%	-12%
COc1cccc(N2CC(NC(=O)c3ccc4c(c3)OCO4)CC2=O)c1 (centres undefined)	1%	-3%	-5%
COc1ccc(C2=C(CC(=O)O)C(=O)CC2)cc1	-3%	-1%	-6%

The list goes on:
Molecule	DT40 TDP1 no CPT	TDP1 block	GCN5L2 inh
CCOc1ncccc1C(=O)N(C)CC(=O)Nc1ccc(F)cc1	0%	3%	4%
CCOC(=O)Cn1c(=O)oc2cc(S(=O)(=O)N3CCN(C(=O)c4ccco4)CC3)ccc21	-4%	3%	-2%
COc1ccc(NC(=O)CN(C)C(=O)CCSc2ccc(C)cc2)cc1	-20%	/	2%
Cc1cccc(NNC(N)=S)c1	?	1%	-16%
CS(=O)(=O)c1ccc(Cl)c(NC(=O)CCCc2nc3ccccc3c(=O)[nH]2)c1	-28%	/	0%
Cn1cc([N+](=O)[O-])c(C(=O)NCc2ccccc2)n1	-5%	0%	-3%
CCOc1ccc(CNC(=O)C2CCCN(S(=O)(=O)N3CC(C)CC(C)C3)C2)cc1OC (centres undefined)	-18%	4%	-6%
O=c1oc2ccc3ccccc3c2cc1-c1nnc(Nc2cc(C(F)(F)F)ccc2Cl)s1	-9%	-3%	0%

The results go on.
Molecule	DT40 TDP1 no CPT	TDP1 block	GCN5L2 inh
COc1ccc(Cl)cc1NC(=O)c1nn(C)c2c1CS(=O)(=O)c1ccccc1-2	-7%	1%	-3%
Cc1c(NC(=O)c2nn(CC(C)C)c(=O)c3ccccc23)c(=O)n(-c2ccccc2)n1C	-14%	1%	-5%
CNC(=O)c1c(NC(=O)c2ccc(S(=O)(=O)N3CCCCC3C)cc2)sc2c1CCC2 (centres undefined)	15µM*	-5%	-3%
CC(C)Cn1c(SCC(=O)O)nnc1-c1cccc(S(=O)(=O)N2CCOCC2)c1	22%	-1%	-5%
C/C(CC(=O)Nc1cc(C)ccn1)=N\NC(=O)c1ccccc1C	-11%	3%	-8%
Cc1ccc(C(=O)NCC(=O)OCC(=O)N(CC(C)C)c2c(N)n(Cc3ccccc3)c(=O)[nH]c2=O)cc1C	?	-16%	-3%
CCC(C)N1C(=S)SC(C)(C)C1N(O)C(=O)NC1CCCCC1 (centres undefined)	?	-3%	-8%
O=C(COC(=O)CNC(=O)c1cccs1)Nc1ccccc1C(F)(F)F	-20%	-1%	-6%

More compounds follow.
Molecule	DT40 TDP1 no CPT	TDP1 block	GCN5L2 inh
OC[C@H]1O[C@@H](Oc2cc(O)cc(/C=C/c3ccc(O)cc3)c2)[C@H](O)[C@@H](O)[C@@H]1O	/	-3%	-5%
Cc1nc(N)ncc1C(=O)Nc1ccccc1	15%	6%	0%
Cc1cc([N+](=O)[O-])ccc1NC(c1nnc(-c2ccccc2)o1)c1ccccc1F (centres undefined)	-7%	7%	-16%
CC1=CC=CC2=NC(=O)CC(C)(C(=O)O)N12 (centres undefined)	4%	6%	0%
CCOc1ccc(C(=O)Nc2ccccc2CC)cc1[N+](=O)[O-]	-21%	0%	-7%
NC(=O)CSc1nc2ccc(NC(=O)COc3ccccc3Cl)cc2s1	?	-7%	-2%
COCCn1c(=O)c(CCc2ccccc2)nc2cnc(N(C)C)nc21	-2%	/	-11%
Cc1cc(C)c(-n2[nH]nnc2=S)c(C)c1	-27%	10%	-5%

Additional structures.
Molecule	DT40 TDP1 no CPT	TDP1 block	GCN5L2 inh
CC12CCC(C(=O)NCc3ccco3)(OC1=O)C2(C)C (centres undefined)	3%	-2%	-7%
COc1ccc(C(=O)NNC(=O)c2ccc(C(C)(C)C)cc2)cc1	-17%	-2%	-2%
C[C@H](NC(=O)OC(C)(C)C)c1nnc(SCc2ccc(Cl)cc2Cl)o1	/	-10%	-1%
COc1ccc(-c2nc3c4ccccc4n(CC(=O)Nc4ccc(C(C)C)cc4)c(=O)n3n2)cc1	-16%	5%	-1%
CCN(CC(=O)Nc1c(F)cccc1F)C(=O)c1ccccc1F	-14%	/	-12%
CCOC(=O)C1(P(=O)(c2ccc(Cl)cc2)c2ccc(Cl)cc2)CCC1	?	-1%	-6%
CCOc1ccc(Br)cc1CNCCSc1nnnn1-c1ccccc1	?	2%	-7%
S=c1[nH]nc(COc2ccccc2)n1/N=C/c1ccc(Br)s1	-28%	12%	-18%

Going on with the list:
Molecule	DT40 TDP1 no CPT	TDP1 block	GCN5L2 inh
Cc1ccc(OCc2nc(-c3ccc(-n4cccc4)cc3)no2)cc1C	-7%	1%	0%
O=C(CN(C(=O)Cn1nnc(-c2ccc(F)cc2)n1)c1ccc(F)cc1)NC1CCCC1	-17%	/	-9%
O=C(Cc1ccccc1)NCCc1cn2ccsc2n1	-7%	5%	0%
CN(C)c1ccc(/C=C2\C(=O)Nc3ccccc32)cc1	16µM*	23%[56.1 µM]	-25%&-17%&2%&1%
CCCN1C(=O)/C(=C\c2ccncc2)SC1=Nc1ccccc1	?	3%	-13%
CCC1(c2ccccc2)NC(=O)N(CC(=O)NNC(=O)COc2ccc(Cl)cc2C)C1=O (centres undefined)	6%	1%	-1%
CCn1c(SCC(=O)Nc2ccc(N3CCOCC3)cc2)nnc1C1CC1	5%	0%	-7%
O=C1C=C(c2cc(C(F)(F)F)cc(C(F)(F)F)c2)C[C@@H](c2ccc(Cl)cc2)C1	?	1%	-16%

Other structures follow:
Molecule	DT40 TDP1 no CPT	TDP1 block	GCN5L2 inh
Cc1ccc2nc(-c3ccc(O)cc3)oc2c1	-21%	/	2%
c1ccc(COn2c(-c3ccccc3)nc3c2CCc2nonc2-3)cc1	26µM*	6%	1%
O=C(O)c1cccc(S(=O)(=O)NCc2cccs2)c1	0%	0%	-6%
Cc1ccc(N2C(=O)C3CCCN3C2=S)c(C)c1 (centres undefined)	?	1%	16%
N#Cc1nc(-c2cccc3ccccc23)oc1NCCN1CCOCC1	-22%	4%	-11%
CC(=O)N1CCC2(CC1)CC(=O)c1cc(OCC(=O)NCc3ccc(C)cc3)ccc1O2	-39%	5%	0%
O=C(O)c1cc(-c2cccc([N+](=O)[O-])c2)nc2ccccc12	-1%	6%	-3%
COc1ccc(OCCCC(=O)Nc2nccs2)cc1	-13%	3%	-1%

Another view of some results above.
Under each structure – DT40 TDP1 no CPT	TDP1 block	GCN5L2 inh
- Cc1ccc(N2C(=O)C3CCCN3C2=S)c(C)c1 (centres undefined)
 : ?	1%	16%
- N#Cc1nc(-c2cccc3ccccc23)oc1NCCN1CCOCC1
 : -22%	4%	-11%

Additional structures.
Molecule	DT40 TDP1 no CPT	TDP1 block	GCN5L2 inh
COc1ccc(N(C(=O)c2snc(C(N)=O)c2N)C(C(=O)NCc2ccccc2)c2ccc(O)cc2)cc1OC (centres undefined)	?	10%	-13%
Cc1cc(C(=O)NCc2ccc(F)cc2)n(-c2ccccc2)n1	7%	/	-2%
Cn1c(SCC(=O)c2ccccc2)nnc1C1COc2ccccc2O1 (centres undefined)	?	11%	-6%
Cc1ccc(Sc2c(C)nn(C(=O)C3CC3)c2C)cc1	-20%	-3%	1%
O=C(N/N=C/c1ccco1)C1CCCC1	13%	-20%	-4%
CCOC(=O)N1CCN(S(=O)(=O)c2ccc(OC)c(OC)c2)CC1	-9%	0%	-1%
O=C(NCCCc1ccccc1)C1CCN(c2nnc(-n3cccc3)s2)CC1	?	1%	-2%
COc1ccc(C2c3c(oc4ccccc4c3=O)C(=O)N2Cc2ccc3c(c2)OCO3)cc1 (centres undefined)	-15%	-2%	-1%

Some of the entries above in a different format:
Every second line gives: DT40 TDP1 no CPT | TDP1 block | GCN5L2 inh
Cn1c(SCC(=O)c2ccccc2)nnc1C1COc2ccccc2O1 (centres undefined)
→ ? | 11% | -6%
Cc1ccc(Sc2c(C)nn(C(=O)C3CC3)c2C)cc1
→ -20% | -3% | 1%
O=C(N/N=C/c1ccco1)C1CCCC1
→ 13% | -20% | -4%
CCOC(=O)N1CCN(S(=O)(=O)c2ccc(OC)c(OC)c2)CC1
→ -9% | 0% | -1%
O=C(NCCCc1ccccc1)C1CCN(c2nnc(-n3cccc3)s2)CC1
→ ? | 1% | -2%

(further entries)
Molecule	DT40 TDP1 no CPT	TDP1 block	GCN5L2 inh
CCOC(=O)c1ccc(NC(=O)c2nc[nH]c2C(=O)N2CCC(C)CC2)cc1	-25%	9%	-4%
CC(=O)N1CCc2cc(Br)cc(S(=O)(=O)N3CCN(C(=O)c4ccco4)CC3)c21	-23%	5%	-19%
CCOC(=O)C1(Cc2cccc(OC)c2)CCN(Cc2cnc(C)s2)CC1	?	/	-16%
C[C@H]1COC(=O)[C@H](Cc2ccc(F)cc2)C/C=C\C[C@@H](CC(=O)NCCO)C(=O)N1	-29%	1%	-1%
O=C(COC(=O)CCc1ccc(S(=O)(=O)N2CCOCC2)cc1)NCc1ccccc1Cl	-19%	-3%	-6%
CC(C)NC(=O)Nc1cccc2c1O[C@H](CN(C)S(=O)(=O)c1ccccc1)[C@@H](C)CN([C@H](C)CO)C2=O	-10%	1%	-9%
CCN(CC)CCNC(=O)c1c(O)c2c([nH]c1=O)CCCC2	-4%	0%	-3%
Cc1nc(-c2nc(-c3c(C(=O)NNC(=O)Nc4ccccc4)noc3C)cs2)cs1	?	6%	-18%

The list goes on.
Molecule	DT40 TDP1 no CPT	TDP1 block	GCN5L2 inh
O=C(NC(c1ccccc1)c1ccccc1)C1CCCC1	?	3%	-4%
O=C(c1ccc(CSc2nc3ccncc3n2Cc2cccc(F)c2)cc1)N1CCCCCC1	16µM*	5%	-3%
CN1/C(=C\C(=O)c2cccnc2)Sc2ccccc21	?	1%	0%
Cc1cc2nc(-c3ccc4c(c3)CCC4)ccn2n1	-30%	-5%	-7%
Cc1cc(C)n(/N=C/c2cccs2)c(=O)c1C#N	8%	0%	-8%
CCSc1nnc(NC(=O)Cn2cnc3ccccc3c2=O)s1	-3%	6%	-9%
O=C(CSc1nnc(C2CCCCC2)n1Cc1ccccc1)NCc1ccco1	16µM*	1%	0%
CCc1ccc(Oc2nnnn2-c2ccc(C(N)=O)cc2)cc1	-6%	-4%	3%
Cc1nc(CC(=O)Nc2nc(-c3ccccc3)cs2)cs1	-26%	5%	-29%

Screens (PubChem)

An excerpt; count on the stated rates, not on these rows.
